Source: PubChem (National Center for Advancing Translational Sciences (NCATS))
RGS4 inhibitor = human RGS4 inhibition; 0.039% of 390,000 active; Potency, µM (doses to about 114 µM), inactives show at the highest dose activity change, negative = inhibition, hits mostly inhibitors; Transcreener GDP fluorescence polarization, RGS4-accelerated GTP hydrolysis; AID 504845; further: potency means the concentration at half of the fitted maximal effect; on the % scale 0 is the no-effect control and ±100 the full control effect; nearly all actives have a fitted effect of over 75% in size; some results filed as inactive show a strong effect at the top dose
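MLSMR compounds (23 nl, pin-transferred) preincubated 10 min at room temperature with a 500nM (2x) first reagent, then RGS4 at 900nM (2x) plus Transcreener GDP mix added; fluorescence polarization (620/688 nm) read before and after 90 min at 30 °C.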
D2 antag = antagonizes the human D2 dopamine receptor; P14416; HEK293 TREx D2 cells, calcium flux, dopamine EC80; inhibition, % at 10 µM; 2% of 340,000 active; in the data active means inhibition above about 30%; further: 0% is about no effect
Target sequence (P14416 whole entry, looked up): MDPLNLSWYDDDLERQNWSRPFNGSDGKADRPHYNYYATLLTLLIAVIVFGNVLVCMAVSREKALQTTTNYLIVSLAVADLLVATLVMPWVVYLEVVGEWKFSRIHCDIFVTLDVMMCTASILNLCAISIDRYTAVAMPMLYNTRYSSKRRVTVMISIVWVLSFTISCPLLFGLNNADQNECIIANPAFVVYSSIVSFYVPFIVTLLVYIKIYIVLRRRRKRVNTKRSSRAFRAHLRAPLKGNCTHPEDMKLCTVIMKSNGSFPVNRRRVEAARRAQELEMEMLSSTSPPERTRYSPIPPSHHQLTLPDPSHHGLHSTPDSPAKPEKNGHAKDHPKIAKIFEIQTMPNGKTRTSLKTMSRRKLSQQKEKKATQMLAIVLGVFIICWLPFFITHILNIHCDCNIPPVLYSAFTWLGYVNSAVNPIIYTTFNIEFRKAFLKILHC
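Dopamine at EC80 is the agonist stimulus; test compounds precede it by 180 s. Calcium flux read kinetically in a force-coupled, inducible HEK293 T-REx D2 cell line.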
Vif-A3F inh = Vif-A3F binding inhibition; HeLa A3F-eYFP + Vif (tagged APOBEC3F with the HIV-1 protein that degrades it), YFP fluorescence increase; Potency, µM (titrated, usually from 46.1 µM), inactives show at the highest dose activity, negative = active; 0.2% of 390,000 active; further: potency means the concentration at half of the fitted maximal effect; % of control where 0% means no effect; nearly all actives have a fitted effect of over 65% in size
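Fluorescence increase (Ex 488/Em 500-530) after overnight compound treatment at 37 deg C flags inhibition of Vif-driven A3F-eYFP loss in stable HeLa A3F-eYFP/Vif cells seeded overnight beforehand.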
Vif-APOBEC3G blk = inhibitors of Vif-APOBEC3G interaction. 0.076% of 410,000 active. AID 602310. HeLa A3G-eYFP + Vif (tagged APOBEC3G with the HIV-1 protein that degrades it), YFP fluorescence, overnight. Q9HC16. Potency, µM (top dose mostly 46.1 µM), for the others: top-dose activity, negative = active, hits mostly inhibitors;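 further: potency means the concentration at half of the fitted maximal effect; on the % scale 0 is the no-effect control and ±100 the full control effect; nearly all actives have a fitted effect of over 60% in size; hits raise eYFP signal because A3G escapes Vif-driven loss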
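Read-out is eYFP fluorescence (Ex 488/Em 500-530) from Vif-expressing HeLa A3G-eYFP cells; more signal means A3G escaped Vif-mediated degradation. Cells plated overnight, compound pinned in, incubated overnight at 37 deg C.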
LDHA inh = inhibitors of human lactate dehydrogenase A; 0.15% of 480,000 active; activity change, % (values are at about 110 or 230 µM); purified LDHA, NADH/diaphorase-resazurin fluorescence; stronger effect = lower value; AID 1347041; in the data active means activity change below about -30%; inconclusive means mostly about -25% to -30%;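 further: plate controls were DMSO wells for no effect and wells without enzyme for full effect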
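Remaining NADH was detected by diaphorase (0.133 mg/mL) converting 37 µM resazurin to fluorescent resorufin, read at 0 and 20 minutes. The preceding 5-minute room-temperature reaction used 2 nM LDHA, 0.2 mM sodium pyruvate and 0.06 mM NADH at pH 7.4.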
12-LOX inh = inhibitors of human 12S-lipoxygenase ALOX12. 1.1% of 580,000 active. purified 12hLO, xylenol orange hydroperoxide absorbance. P18054. Potency, µM (top dose mostly 108 µM), for inactives: top-dose activity change, negative = inhibition, most hits filed as inhibitors; further: potency means the concentration at half of the fitted maximal effect; on the % scale 0 is the no-effect control and ±100 the full control effect
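Purified human 12hLO (150 nM final) in 25 mM Hepes, 0.01% Triton X-100, pH 7.0 was preincubated 15 min at room temperature with compound. Then 40 uM arachidonic acid was added, 30 min. Hydroperoxide was read by Fe-XO absorbance ratio 573/405 nm.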
D2 ag = activates the human D2 dopamine receptor. AID 485358. P14416. activation, % at 2 µM. HEK293 T-REx D2 cells, calcium flux agonist mode. 0.53% of 340,000 active;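 active means activation over 3 SD above normal in the single-dose calcium agonist read, cut at about 30% in these data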; further: 0% is about no effect
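In this primary screen, compounds producing a positive calcium signal within 180 s of addition to tetracycline-induced, force-coupled HEK293 Trex D2 cells are flagged; cells are dye-loaded with a no-wash calcium kit beforehand.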
Glioma ERSR ind = induces the endoplasmic reticulum stress response in human glioma cells | U87-MG GRP78 promoter luciferase reporter, 16 h | Potency, µM, without a hit: at the top dose activation, most hits filed as activators | 0.02% of 420,000 active; further: potency means the concentration at half of the fitted maximal effect; series mostly up to about 76 µM; % of control where 0% means no effect; nearly all actives have a fitted effect of over 35% in size
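Stably transfected U87-MG glioma cells carrying a GRP78-based luciferase sensor; 16 h compound incubation. Luminescence end-point read 10 min after Bright-Glo addition at room temperature.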
ERG Ets-DNA blk = blocks human ERG Ets domain binding to DNA; P11308; fluorescence polarization, His-ERG Ets domain / labelled DNA; Potency, µM (titrated, usually from 76.9 µM), inactives show at the highest dose FP activity, negative = inhibition, most hits filed as inhibitors; 0.028% of 370,000 active; active means well fitted inhibition curve with a large enough effect in the polarisation, with a control signal flat; inconclusive means small, poorly fitted or top-dose-only effect, or effect the other way, or a change in a side signal; inactive means no such curve, though single readings can be large or run the other way; the % refers to the polarisation;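 further: polarization taken with two DNA probes labelled with fluorescein and Texas red; potency means the concentration at half of the fitted maximal effect; % of control where 0% means no effect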
Target sequence (P11308 whole entry, looked up, the tested form may be a part): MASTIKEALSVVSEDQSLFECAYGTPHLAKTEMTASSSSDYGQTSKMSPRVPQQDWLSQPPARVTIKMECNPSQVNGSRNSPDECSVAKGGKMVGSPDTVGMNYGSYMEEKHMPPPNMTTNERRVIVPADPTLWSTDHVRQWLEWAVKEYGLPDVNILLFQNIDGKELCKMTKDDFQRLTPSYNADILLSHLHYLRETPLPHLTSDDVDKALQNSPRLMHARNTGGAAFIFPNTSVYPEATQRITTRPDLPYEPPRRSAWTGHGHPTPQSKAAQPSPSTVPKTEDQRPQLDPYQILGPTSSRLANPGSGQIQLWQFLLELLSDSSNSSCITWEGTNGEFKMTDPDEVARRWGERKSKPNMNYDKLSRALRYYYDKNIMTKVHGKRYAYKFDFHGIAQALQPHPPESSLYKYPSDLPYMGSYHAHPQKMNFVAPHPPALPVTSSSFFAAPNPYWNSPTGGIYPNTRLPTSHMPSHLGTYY
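His-tagged ERG Ets domain (1 uM in the protein solution; 300mM KCl, 50mM Tris-HCl, 1mM EDTA, 1mM DTT, pH 7.5) received compound, then a probe mix of 5 nM fluorescein-DNA and 100nM Texas-615-DNA. Fluorescence polarization was read for both dyes.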
* = called active by the depositor; u = inconclusive; x = no result given; & = joins results of further samples; [ ] = remark or other dose. Unless noted, the call rests on the fitted dose curve; in most records, active means well fitted curve in the direction sought with a large enough effect; inconclusive means small, poorly fitted or top-dose-only effect, or another doubt; inactive means no such curve, though single readings can be large; an effect the other way counts as inactive or inconclusive. This is a subset; rates above refer to the full screens.

canonical_smiles	RGS4 inhibitor	D2 antag	Vif-A3F inh	Vif-APOBEC3G blk	LDHA inh	12-LOX inh	D2 ag	Glioma ERSR ind	ERG Ets-DNA blk
Cc1ccc(NC(=O)C2C3/C=C\CCCCC32)cc1C (configuration not stated)	-29%	6	1%	-11%	-4	-12%	0.5	-2%	x
CCOc1ccc(NC(=O)CSc2nc(-c3ccc(OC)cc3)nc3c2Cc2c(CO)cnc(C)c2O3)cc1	6%	x	14%	3%	0	-16%	-0.5	-4%	2%
O=C(Nc1ccc(F)c(Cl)c1)C1CCCN(C2=NS(=O)(=O)c3ccccc32)C1 (configuration not stated)	-10%	x	4%	0%	1	-6%	x	-6%	6%
CCOC(=O)N1CCN(C(=O)CSc2nc(=O)n3cc(C)ccc3n2)CC1	-11%	-24	-32%	0%	-4	-28%	-0.1	-4%	5%
CC1CCN(S(=O)(=O)c2ccc3c(c2)N(CC(=O)NCC(C)c2ccccc2)C(=O)CO3)CC1 (configuration not stated)	1%	x	-5%	-1%	-3	u	-0.8	-1%	1%
COc1ccc(NC(=O)C2C3C=CC4(CN(Cc5cccnc5)C(=O)C24)O3)c(OC)c1 (configuration not stated)	-35%	-4	-2%	0%	5	-13%	0.2	-3%	-7%
CCC1CCC(C(=O)NC(C(=O)Nc2cccc(OC)c2)C(C)C)CC1 (configuration not stated)	11%	x	1%	-1%	-5	5%	0.6	-1%	3%
CC(C)N(C(=O)Cn1cc(S(=O)(=O)CC(=O)NCc2ccc(F)cc2)c2ccccc21)C(C)C	4%	-15	3%	0%	-5	2%	0.6	-3%	0%
Cc1ccc2[nH]c(C(=O)N3CCC(C(N)=O)CC3)cc2c1	-2%	-5	-4%	-2%	-3&8	u	0.2	-6%	1%
CNC(=S)N(C)c1ccccc1	-14%	-15	-9%	2%	-5	-6%	-2.7	-4%	10%
CC(C)(CNC(=O)CC1C(=O)NCCN1Cc1cccc(F)c1)N1CCOCC1 (configuration not stated)	-7%	-9	1%	3%	-2	11%	0.3	-2%	u
CC(OC(=O)c1cccc(NS(C)(=O)=O)c1)C(=O)Nc1ccc2c(c1)OCO2 (configuration not stated)	-49%	-25	0%	0%	-4	-6%	0.9	-3%	-3%[15.4 µM]
CC(C)N(CCNC(=O)c1ccc(NC2=NC3CS(=O)(=O)CC3S2)cc1)Cc1ccco1 (configuration not stated)	-10%	-1	9%	0%	-3	4%	-0.1	0%	2%
CCc1ccc(NC(=O)CN2CCSc3ccc(S(=O)(=O)N4CCCC4)cc32)cc1	0%	x	-5%	-2%	-3	-21%	0.2	-2%	-2%
Cc1cccc(C)c1NC(=O)CN(C)C(=O)c1ccc(-n2cncn2)c([N+](=O)[O-])c1	8%	17	u	3%	-2	-20%	-0.4	-3%	21%
Cc1ccc(C)c(S(=O)(=O)N2CCCOC2CNC(=O)C(=O)NCCC2=CCCCC2)c1 (configuration not stated)	2%	-1	2%	-2%	-1	-28%	0.5	-3%	5%
O=C(NC(=S)NCCc1ccc(Cl)cc1)c1ccco1	-23%[11.4 µM]	0	-9%	-5%	-5	u	-1.1	2%	2%
Cc1cc(C(=O)OCC(=O)N2CCN(C(=O)c3ccco3)CC2)c(C)n1-c1ccc(F)cc1	-20%[11.4 µM]	2	0%	2%	0	14%	0.4	-3%	-9%
COc1cccc(CN(C)C[C@H]2OCc3cnnn3CCCC(=O)N([C@H](C)CO)C[C@@H]2C)c1	x	x	7%	-3%	-4	-9%	x	-4%	x
CC(C)c1nc(SCc2c(F)cccc2Cl)c2c(=O)n(C)c(=O)n(C)c2n1	u	4	-6%	1%	-1	x	4.8	0%	-3%
O=C(N/N=C/c1ccc([N+](=O)[O-])cc1)c1ccc2nc[nH]c2c1	5%[11.4 µM]	8	-9%	-28%	-10	-16%	-0.5	-3%	-2%
CCCCCC(=O)N(Cc1ccccc1)c1c(N)n(CCOC)c(=O)[nH]c1=O	-4%	x	10%	-1%	-3	0%	x	-4%	16%
COCc1ccc(CN2CCCC(CCC(=O)NCc3ccc(C)o3)C2)o1 (configuration not stated)	-28%	-4	-2%	-6%	0	-6%	1.2	-3%	12%
Cc1n[nH]c(=S)n1/N=C/c1ccc(Br)o1	-22%	-26	-2%	-3%	-5	u	0.4	-2%	-13%
O=C(Cc1cccs1)Nc1ccccc1NC(=O)Cc1cccs1	3%	-1	5%	0%	-3	0%	0.5	-2%	-2%
COc1cc(OC)cc(-c2c(-c3cccs3)c3cc(-c4ccc(OC)c(F)c4)ccc3n2C)c1	8%	-3	6%	2%	-1	6%	0.0	-3%	2%
Cc1ccc(-c2nn(C)c(=O)c3ccccc23)cc1CNC(=O)CN1CCOCC1	-4%	-3	-5%	0%	-4	82%[activator]	0.8	-3%	7%
O=C(OCC(=O)c1c[nH]c2ccccc12)c1cccc(S(=O)(=O)N2CCCCCC2)c1	-15%	0	7%	2%	-1	-9%	0.8	6%	x
CC(C)Oc1cccc(C(=O)C2CCCN(C(=O)c3ccccn3)C2)c1 (configuration not stated)	38%	-5	-6%	1%	-15	-8%	-0.6	6%	3%
O=C(NCc1ccc2c(c1)OCO2)c1cc2n(n1)C(C(F)(F)F)CC(c1ccc3c(c1)OCO3)N2 (configuration not stated)	11%	3	4%	0%	-1	-25%	1.1	-6%	-2%
Cc1ccc([C@@H]2[C@@H]3C(=O)N(C)C(=O)[C@@H]3[C@]3(Cc4ccccc4)C(=O)N(CCO)CC(=O)N23)o1	-24%	11	1%	-1%	4	17%	5.6	-4%	5%
Cc1ccc(-c2csc(NC(=O)Cn3cnc4c3c(=O)n(C)c(=O)n4C)n2)cc1C	-34%	-29	-27%	1%	5&-8	5%&11%	-0.1	4%	7%
CCN(C(=O)COC(=O)/C=C/c1ccc(F)cc1)C1CCCCC1	10%	x	-2%	1%	-5	12%	x	-4%	-13%
O=C(Cc1cccs1)NCc1cn2ccccc2n1	-11%	22	3%	2%	0	13%	0.5	-4%	-5%
O=C(CN1CCCC1)Nc1ccc(OCc2ccccc2)cc1	10%	-8	-7%	-6%	0	-11%	0.7	3%	3%
O=C(Nc1ccc(Cl)c(Cl)c1)N1CCC(N2CCCCC2)CC1	-11%	-26	1%	0%	-4	4%	0.3	-3%	4%
C[C@@H]1CCCCO[C@@H](CN(C)S(C)(=O)=O)[C@@H](C)CN([C@H](C)CO)C(=O)c2cc(N(C)C)ccc2O1	x	x	0%	1%	10	u	x	-1%	x
CC(C)(C)c1ccc(Cn2cnc(-c3ccc([N+](=O)[O-])cc3)c2)cc1	-34%	4	7%	1%	6	-18%	-0.8	3%	5%
CCOC(=O)C1=C(C)NC(SCC(=O)OC)=C(C#N)C1c1ccc(C(=O)OC)cc1 (configuration not stated)	u	5	12%&-4%	-8%&-1%	3&4	33%[activator]	0.8	-5%&-5%	1%&5%
c1ccc(-c2nc(N3CCCCCC3)nc(-n3ccnc3)n2)cc1	-13%	6	-3%	-1%	-3	0%	0.1	-3%	-5%

Complete entries, quoted from the list. Screens in order: RGS4 inhibitor, D2 antag, Vif-A3F inh, Vif-APOBEC3G blk, LDHA inh, 12-LOX inh, D2 ag, Glioma ERSR ind, ERG Ets-DNA blk
Entry for `c1ccc(-c2nc(N3CCCCCC3)nc(-n3ccnc3)n2)cc1` : -13%, 6, -3%, -1%, -3, 0%, 0.1, -3%, -5%
Entry for `O=C(Nc1ccc(Cl)c(Cl)c1)N1CCC(N2CCCCC2)CC1` : -11%, -26, 1%, 0%, -4, 4%, 0.3, -3%, 4%
Entry for `CC(C)(C)c1ccc(Cn2cnc(-c3ccc([N+](=O)[O-])cc3)c2)cc1` : -34%, 4, 7%, 1%, 6, -18%, -0.8, 3%, 5%

Further entries
canonical_smiles	RGS4 inhibitor	D2 antag	Vif-A3F inh	Vif-APOBEC3G blk	LDHA inh	12-LOX inh	D2 ag	Glioma ERSR ind	ERG Ets-DNA blk
O=S(=O)(c1ccc(Cl)cc1)n1nnc2ccccc21	12%	-15	-4%	2%	-4	-13%	0.0	1%	1%
COc1ccc(C)cc1NC(=O)C(NS(=O)(=O)c1cccs1)c1ccccc1 (configuration not stated)	-5%	x	3%	1%	2	-17%	x	0%	1%
CCOC(=O)c1ccccc1NC(=O)c1cccnc1	11%	3	0%	3%	-4	0%	0.3	-3%	-12%
Cc1ccc(NS(=O)(=O)c2ccc3c(c2)NC(=O)CC(=O)N3)cc1C	2%	5	-1%	-3%	-9	-26%	1.0	-1%	0%
O=C(c1cc2ccccc2oc1=O)N(Cc1cccs1)C1CCS(=O)(=O)C1 (configuration not stated)	u	7	-10%	-1%	-2	0%	0.4	1%	-1%
COc1ccc(OC)c(NC(=O)CSc2nc3ccccc3nc2N2CCCCC2)c1	-19%	x	-12%	-8%	3	2%	-0.4	-1%	-8%
O=C(CN1CCN(Cc2ccccc2)CC1)NCCc1ccccc1	-17%	5	0%	-3%	-5	-25%	1.0	-4%	-14%
Brc1cnc(N2CCCC2)nc1N1CCCCC1	1%	-1	-11%	2%	3	313%[activator]	0.3	-1%	15%
COc1ccc(CCNC(=O)c2c(C)oc3ncnc(N4CCOCC4)c23)c(OC)c1	-11%	x	8%	-1%	-4	-20%	x	2%	-1%
